Source: PubChem BioAssay
Pf growth 96h – Primary qHTS for delayed death inhibitors of the malarial parasite plastid, 96 hour incubation | P. falciparum luciferase reporter growth, 96 h | Potency, µM (top dose mostly 28.7 µM), without a hit: top-dose activity change, negative = inhibition, usual class: inhibitors | 320,000 compounds, 6.9% hits; also: potency is read from the fitted curve at half-maximal effect; % is scaled to controls: 0 for no effect and ±100 for the full control effect
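P. falciparum expressing integrated firefly luciferase, in erythrocytes at 2% hematocrit, 0.05% parasitemia, incubated with compounds 96 h at 37 C, 5% CO2. Growth inhibition read as loss of luminescence; two-generation exposure targets delayed-death apicoplast inhibitors.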
LmPK inh – qHTS Assay for Inhibitors of Leishmania Mexicana Pyruvate Kinase (LmPK); Q27686; purified LmPK, Kinase-Glo ATP luminescence, 1 h; Potency, µM (doses to about 57.5 µM), without a hit: at the top dose activity change, negative = inhibition, usual class: inhibitors; 290,000 compounds, 0.37% hits; also: potency is read from the fitted curve at half-maximal effect; % is scaled to controls: 0 for no effect and ±100 for the full control effect
Target sequence (Q27686 whole entry, looked up): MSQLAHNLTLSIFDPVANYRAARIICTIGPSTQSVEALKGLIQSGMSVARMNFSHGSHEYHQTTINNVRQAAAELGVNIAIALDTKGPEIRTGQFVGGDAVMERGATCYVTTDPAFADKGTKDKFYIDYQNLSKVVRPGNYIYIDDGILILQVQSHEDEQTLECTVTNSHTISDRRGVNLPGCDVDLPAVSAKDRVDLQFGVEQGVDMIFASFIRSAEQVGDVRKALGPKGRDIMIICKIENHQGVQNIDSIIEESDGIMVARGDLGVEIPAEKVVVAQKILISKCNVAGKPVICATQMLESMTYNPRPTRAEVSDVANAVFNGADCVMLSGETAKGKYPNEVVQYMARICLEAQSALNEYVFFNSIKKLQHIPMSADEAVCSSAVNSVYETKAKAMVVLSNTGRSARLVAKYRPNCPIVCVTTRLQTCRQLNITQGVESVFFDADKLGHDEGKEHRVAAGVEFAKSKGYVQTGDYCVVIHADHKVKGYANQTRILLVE
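In 50 mM imidazole pH 7.2 with 7 mM MgCl2, LmPK (0.1 nM) turned over PEP (0.5 mM) and ADP (0.1 mM) for 1 h at room temperature. Luciferase read-out of ATP.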
AMA1-RON2 inh – qHTS for Inhibitors of AMA1-RON; Towards Development of Antimalarial Drug Lead: Primary Screen; Plasmodium falciparum AMA1 (3D7) - RON2 peptide interaction; AlphaScreen AMA1-biotinylated RON2 peptide binding; Potency, µM (top dose mostly 58.2 µM), inactives show top-dose activity change, negative = inhibition, usual class: inhibitors; 360,000 compounds, 0.2% hits; AID 720542, 2013;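 also: potency is read from the fitted curve at half-maximal effect; 0% = vehicle wells and -100% = peptide control; nearly all actives have a fitted effect of over 45% in size; some results filed as inactive show a strong effect at the top dose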
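AMA1 (3D7) with his tag at 25 nM final met compounds first, then biotinylated RON2 peptide at 25 nM; detection used donor plus acceptor beads, 10 µg/mL apiece, read by AlphaScreen after 30 min at room temperature.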
Cycloheximide cs – Cycloheximide Counterscreen for Small Molecule Inhibitors of Shiga Toxin. cell reporter, cycloheximide protein synthesis inhibition counterscreen. max response, %. 300,000 compounds, 12% hits. AID 2314, 2010; in the data active = max response mostly above about 13%, no sharp cut-off; inactive = mostly below about 14%; also: read at 38.3 µM for the half of the compounds with a filed dose; 0% is about no effect
Pf growth 48h – Primary qHTS for delayed death inhibitors of the malarial parasite plastid, 48 hour incubation | 310,000 compounds, 5.9% hits | Potency, µM (titrated, usually from 28.7 µM), for the others: top-dose activity change, negative = inhibition, most hits filed as inhibitors | P. falciparum luciferase growth in erythrocytes, 48 h; also: potency is read from the fitted curve at half-maximal effect; % is scaled to controls: 0 for no effect and ±100 for the full control effect
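Growth was read as firefly luciferase luminescence after a 48 h, 37 C, 5% CO2 exposure of compounds to reporter-bearing P. falciparum cultures (0.1% parasitemia, 2% hematocrit final) in Albumax-supplemented RPMI 1640.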
Tb PYK inh – qHTS of Trypanosoma Brucei Inhibitors; pyruvate kinase (Trypanosoma brucei), Q57TT1; TbPYK enzyme, Kinase-Glo Plus ATP luminescence, 45 min; Potency, µM (highest dose often 76.8 µM), for inactives: at the highest dose activity, negative = inhibition, actives largely listed as inhibitors; 410,000 compounds, 0.12% hits; also: potency is read from the fitted curve at half-maximal effect; % is scaled to controls: 0 for no effect and ±100 for the full control effect; nearly all actives have a fitted effect of over 50% in size
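T. brucei PYK with substrate was exposed to pin-transferred compounds across a concentration series, then started with 130 uM ADP (final). After 45 min at room temperature, Kinase-Glo Plus luminescence was read, normalized and curve-fitted.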
Shiga inhibitor – A qHTS for Small Molecule Inhibitors of Shiga Toxin; AID 2315, 2010; Vero cells, Shiga toxin protein synthesis inhibition reporter; inhibition, % at 38.7 µM; 290,000 compounds, 9.2% hits; in the data active = inhibition mostly above about 28%, no sharp cut-off; inactive = mostly below about 43%; also: 0% is about no effect
* marks the source's active call; other numbers are inactive results; ? = inconclusive; . = no result given; [ ] = another dose, or the depositor's remark. Unless noted, calls follow the shape of the dose curve; as a rule, active = well fitted curve in the direction sought with a large enough effect; inconclusive = small, poorly fitted or top-dose-only effect, or another doubt; inactive = no such curve, though single readings can be large; an effect the other way counts as inactive or inconclusive.

Sample of the layout (4 entries):
No. | canonical_smiles | Pf growth 96h | LmPK inh | AMA1-RON2 inh | Cycloheximide cs | Pf growth 48h | Tb PYK inh | Shiga inhibitor
1 | CCCCCCN1C(=O)C(O)=C(C(C)=O)C1c1ccc(Cl)cc1 (centres undefined) | 4% | 6% | 3% | 4 | -6% | -1% | -11
2 | CCCn1c(NCc2ccc(C)o2)nc2ccccc21 | . | -1% | -12% | 12 | ? | 3% | 33
3 | O=C(c1ccccc1)c1ccc(CN2C(=O)c3ccccc3C2=O)o1 | 7% | -4% | -4% | 8 | 4% | 3% | -5
4 | CCCn1cc(S(=O)(=O)CC(=O)N2CCc3ccccc32)c2ccccc21 | -5% | -10% | -1% | 1 | ? | -15% | 3

Main list, from the first entry:
No. | canonical_smiles | Pf growth 96h | LmPK inh | AMA1-RON2 inh | Cycloheximide cs | Pf growth 48h | Tb PYK inh | Shiga inhibitor
1 | CCCCCCN1C(=O)C(O)=C(C(C)=O)C1c1ccc(Cl)cc1 (centres undefined) | 4% | 6% | 3% | 4 | -6% | -1% | -11
2 | CCCn1c(NCc2ccc(C)o2)nc2ccccc21 | . | -1% | -12% | 12 | ? | 3% | 33
3 | O=C(c1ccccc1)c1ccc(CN2C(=O)c3ccccc3C2=O)o1 | 7% | -4% | -4% | 8 | 4% | 3% | -5
4 | CCCn1cc(S(=O)(=O)CC(=O)N2CCc3ccccc32)c2ccccc21 | -5% | -10% | -1% | 1 | ? | -15% | 3
5 | Nc1nc(SCc2ccc(F)cc2)ns1 | 3% | -4% | -6% | 40* | -4% | -6% | 69*
6 | Cc1cccc(C(=O)NC(=S)N2CCN(c3ccc([N+](=O)[O-])cc3)CC2)c1 | ? | 2% | 23% | -2 | 2% | -10% | -4
7 | Cc1ccc(-c2nnn(CC(=O)NCC3COCCO3)n2)o1 (centres undefined) | 4% | 1% | 17% | -3 | 1% | -5% | 5
8 | CN(C)c1ccc(NC(=O)CN2C3CCCC2CC(NC(=O)c2ccccc2)C3)cc1 (centres undefined) | -5% | -1% | -20% | -6 | -11% | -11% | 27
9 | COC(=O)CCCC[C@H]1SC[C@H]2NC(=O)N[C@]21O | 3% | 0% | . | -1 | -13% | . | -2
10 | Cc1ccc(C(=O)Nc2cccnc2)cc1[N+](=O)[O-] | ? | -3% | 4% | 8 | ? | -11% | 38
11 | COc1ccccc1N1CCN(C2CCN(C(=O)c3cccc(F)c3)CC2)CC1 | 13µM* | -2% | -12% | -3 | -15% | -6% | -3
12 | CCSc1nnc(NC(=O)NCC(F)(F)F)s1 | . | -4% | -12% | 7 | 26% | 2% | -6
13 | CC(C)CN(CCNC(=O)CN1N=C(c2ccc(Cl)cc2)CCC1=O)CC(C)C | 28% | 0% | 14% | -1 | -20% | -8% | -3
14 | Cc1sc2nc(SCC(=O)NCCOCCO)n(C)c(=O)c2c1C | -14% | 13% | -25% | 4 | -17% | 4% | 25
15 | COC(=O)[C@H]1[C@H]2C[C@@H]3c4[nH]c5cc(OC)ccc5c4CCN3C[C@H]2C[C@@H](OC(=O)/C=C/c2cc(OC)c(OC)c(OC)c2)[C@@H]1OC | 0.93µM* | . | ? | . | 0.74µM* | -4% | .
16 | CCOc1ccc(CCNC(=O)c2cccc(C#N)c2)cc1OCC | ? | 4% | 0% | 5 | 10µM* | 4% | -7
17 | CC12CCC3C(CC=C4CC5(CCC43C)OCCO5)C1CCC2=O (centres undefined) | 31%[activator] | -7% | -8% | -3 | -14% | 0% | -27
18 | CCN(Cc1cc(=O)[nH]c2ccccc12)C(=O)C(C)C | 27% | -3% | -1% | -2 | 80%[activator] | -1% | 3
19 | COc1ccc(N2CCN(C(=O)Cc3csc(NC(=O)Nc4ccccc4OC)n3)CC2)cc1 | ? | . | ? | . | 7.4µM* | -3% | .
20 | CC1=C(C(=O)OC2CCCCC2)C(c2cccnc2)n2ncnc2N1 (centres undefined) | 4% | 3% | 7% | -4 | ? | 2% | -9
21 | CCC(C(=O)O)P(=O)(c1ccc(Cl)cc1)c1ccc(Cl)cc1 (centres undefined) | -24% | 0% | -2% | -5 | 2% | 1% | -4
22 | CC12COC3(C(=O)N4CCN(c5ccccn5)CC4)CC1CCC32C (centres undefined) | -9% | -1% | 24% | -4 | ? | 0% | 1
23 | COc1ccc(C)cc1NC(=O)CN(c1ccc(C)cc1)S(C)(=O)=O | 12% | -1% | -12% | -9 | -1% | -4% | -1
24 | CCC(C)[C@H]1COCCS(=O)(=O)N1Cc1ccccc1F (some centres undefined) | 41%[activator] | 5% | 6% | 1 | 1% | 4% | 0
25 | Cc1ncc(CO)c(/C=N/NC(=O)c2ccc(O)cc2)c1O | ? | -5% | 39%[activator] | 12 | 2.1µM* | -7% | -10
26 | COc1ccccc1CCCNC(=O)C1CCC(=O)N(CCc2ccc(Cl)cc2)C1 (centres undefined) | ? | 3% | -2% | 8 | -30% | -4% | -3
27 | OC(CNCCNc1ncccc1C(F)(F)F)COc1ccc(F)cc1 (centres undefined) | ? | 0% | 11% | -2 | ? | 0% | -12
28 | COc1ccc(CN(C(=O)c2oc3ccc(F)cc3c2C)C2CCS(=O)(=O)C2)cc1 (centres undefined) | ? | 6% | 0% | -3 | -29% | -6% | -9
29 | O=C1NCCN(Cc2c(F)cccc2Cl)C1CC(=O)N1CCCO1 (centres undefined) | ? | 2% | 15% | -3 | 0% | -5% | 13
30 | O=C(CP(=O)(CO)CO)c1ccc(Cl)cc1 | . | -2% | 0% | 3 | -10% | -2% | 0

Given with two lines to a compound: entries from further up
Results follow in this order: Pf growth 96h	LmPK inh	AMA1-RON2 inh	Cycloheximide cs	Pf growth 48h	Tb PYK inh	Shiga inhibitor
5. Nc1nc(SCc2ccc(F)cc2)ns1
  3%	-4%	-6%	40*	-4%	-6%	69*
6. Cc1cccc(C(=O)NC(=S)N2CCN(c3ccc([N+](=O)[O-])cc3)CC2)c1
  ?	2%	23%	-2	2%	-10%	-4
7. Cc1ccc(-c2nnn(CC(=O)NCC3COCCO3)n2)o1 (centres undefined)
  4%	1%	17%	-3	1%	-5%	5
8. CN(C)c1ccc(NC(=O)CN2C3CCCC2CC(NC(=O)c2ccccc2)C3)cc1 (centres undefined)
  -5%	-1%	-20%	-6	-11%	-11%	27

Continued:
No. | canonical_smiles | Pf growth 96h | LmPK inh | AMA1-RON2 inh | Cycloheximide cs | Pf growth 48h | Tb PYK inh | Shiga inhibitor
31 | Cc1cc2cc(C(c3nnnn3C3CCCC3)N(Cc3cccnc3)Cc3ccco3)c(=O)[nH]c2cc1C (centres undefined) | 2.3µM* | 5% | 23% | -2 | . | 3% | -12
32 | COC(=O)[C@H]1C[C@@H]1[C@H](NS(=O)(=O)c1ccccc1)c1ccccc1 | -20% | 0% | -2% | -2 | 36%[activator] | -11% | -9
33 | COC(=O)Cn1c(=O)c2c(nc(Br)n2Cc2ccccc2Cl)n(C)c1=O | -2% | 2% | ? | 23 | 166%[activator] | 16% | 27
34 | CCC(=O)OC1(c2cccc(C)c2)CC(C)N(C)CC1C (centres undefined) | ? | -8% | -2% | -2 | 6% | -3% | 15
35 | COc1ccc(C2c3ccsc3CCN2C(=O)NC(C)(C)C)cc1 (centres undefined) | ? | -6% | 12% | -1 | -9% | 0% | 3
36 | CCCOc1ccc(CC(=O)NNC(=S)Nc2ccccc2)cc1Br | -13% | 5% | 81%[activator] | 2 | -2% | -5% | 24
37 | O=C(Cn1cnc([N+](=O)[O-])n1)N/N=C/c1ccc2ccccc2c1 | -27% | 0% | 0% | 0 | 30%[activator] | 5% | 7
38 | COc1cc(S(=O)(=O)N(Cc2ccccn2)Cc2ccccc2Cl)ccc1-n1cnnn1 | ? | 5% | -2% | -1 | -57% | -4% | 13
39 | CC(C)(C)NC(=O)c1ccccc1-c1nc(-c2ccccc2Cl)no1 | 2.1µM* | -3% | 1% | 25* | 30% | -4% | 30
40 | CC(C)c1ccc(NC(=O)C(=O)C2C(=O)Nc3ccccc32)cc1 (centres undefined) | 9% | -3% | 110%[activator] | 9 | 5% | 2% | -5
41 | [O-]/[N+](=C\c1ccccc1)c1ccccc1 | 14% | . | -5% | . | 33%[activator] | -4% | .
42 | Cc1ccc(-c2nnc(N3CCOCC3)c3ccccc23)cc1S(=O)(=O)N(C)C | 32% | -2% | -11% | -4 | ? | 1% | -4
43 | O=C(CNC(=O)[C@@H]1Cc2ccccc2CN1)NC1CCCC1 | ? | 5% | 14% | 24* | ? | -2% | 53
44 | O=C(NCCCN1CCN(c2cccc(Cl)c2)CC1)c1nc(-c2ccncc2)no1 | 5% | -1% | 27% | -2 | 6.6µM* | 10% | 0
45 | O=c1cc(-c2ccccc2Cl)oc2c(NS(=O)(=O)c3cccs3)ccc(O)c12 | 0% | 15% | 10% | -7 | 11% | -3% | -6
46 | CC12CN3CC(C)(CN(C1)C3c1ccc3c(c1)OCO3)C2 (centres undefined) | -21% | 2% | 46%[activator] | -7 | 19% | -8% | -10
47 | CCOc1cccc(N2C(=O)CC(N3CCC(C(N)=O)(N4CCCCC4)CC3)C2=O)c1 (centres undefined) | . | -5% | 16% | -4 | 2% | 1% | -11
48 | CC(=O)Nc1ccccc1-c1nc2ccc(C(=O)N3CCN(c4cc(C)ccc4C)CC3)cc2[nH]c1=O | ? | 6% | -2% | -3 | . | 8% | -8
49 | CCc1ccc(CCC(=O)Nc2ccc(Br)cc2)o1 | ? | -4% | 12% | 3 | 1% | -1% | .
50 | O=C1c2cccc3c(N4CCOCC4)c([N+](=O)[O-])cc(c23)C(=O)N1c1cccc2ccccc12 | 10µM* | 0% | 0% | -4 | ? | -7% | 1
51 | Cc1ccc(OCC(=O)NNC(=O)C2CSC3(C)CCC(=O)N23)cc1 (centres undefined) | 17% | . | 65%[activator] | . | -4% | 1% | .
52 | CC(C)CCN(C(=O)c1csnn1)C(C(=O)NC1CCCC1)c1ccc(F)cc1 (centres undefined) | 1% | -4% | 7% | 1 | -9% | -4% | 23
53 | CC(C)NC(=O)Cn1nnc(-c2cccc(NC(=O)c3ccccc3F)c2)n1 | . | 3% | 6% | 2 | 19% | -5% | 19
54 | CCOC(=O)C1CCN(c2c(N3CCCCCC3)c(=O)c2=O)CC1 | 10µM* | 3% | 5% | 9 | 12% | -7% | -9
